Screening results: PubChem, several laboratories
DAX1 inh-1 – inhibitors of human orphan nuclear receptor DAX1 (NR0B1). P51843. HEK293 Gal4-DAX1 luciferase reporter, luminescence. inhibition, % at 6.75 µM. 340,000 compounds, 0.99% hits. AID 504766;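 active = inhibition above the mean over all tested compounds plus 3 SD, cut at about 4.2% in these data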;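 note: 0% = DAX1-transfected cells with DMSO and 100% = empty-vector control cells with DMSO; inhibition shows as a rise in luminescence from relieved DAX1 repression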
Target sequence (P51843 207-470 limits assumed): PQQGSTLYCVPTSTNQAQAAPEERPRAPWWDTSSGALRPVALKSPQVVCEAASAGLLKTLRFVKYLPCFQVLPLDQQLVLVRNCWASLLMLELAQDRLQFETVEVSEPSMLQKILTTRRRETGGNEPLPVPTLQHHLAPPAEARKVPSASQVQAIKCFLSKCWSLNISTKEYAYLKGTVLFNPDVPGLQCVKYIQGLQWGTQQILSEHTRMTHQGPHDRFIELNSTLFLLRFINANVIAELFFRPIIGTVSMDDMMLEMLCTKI
SMARCA2 act – increases SMARCA2 function in MMTV reporter cells. MG213 cells, MMTV-luciferase reporter, dexamethasone, overnight. activation, % at 9.1 µM. 370,000 compounds, 1% hits; in the data active = activation above about 7.8%;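 note: 0% = vehicle wells and 100% = reference activator wells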
ADAM10 inh – inhibitors of human ADAM10. inhibition, % at 7 µM. 370,000 compounds, 0.62% hits. recombinant ADAM10, EDANS/DABCYL FRET peptide cleavage, 3 h;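 active = inhibition above a per-campaign cutoff equal to the mean of compounds falling between control-based bounds plus 3 SD, cut at about 20% in these data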;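 note: 0% = DMSO wells while the 100% control is not disclosed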
Target sequence (O14672 214-748 limits assumed): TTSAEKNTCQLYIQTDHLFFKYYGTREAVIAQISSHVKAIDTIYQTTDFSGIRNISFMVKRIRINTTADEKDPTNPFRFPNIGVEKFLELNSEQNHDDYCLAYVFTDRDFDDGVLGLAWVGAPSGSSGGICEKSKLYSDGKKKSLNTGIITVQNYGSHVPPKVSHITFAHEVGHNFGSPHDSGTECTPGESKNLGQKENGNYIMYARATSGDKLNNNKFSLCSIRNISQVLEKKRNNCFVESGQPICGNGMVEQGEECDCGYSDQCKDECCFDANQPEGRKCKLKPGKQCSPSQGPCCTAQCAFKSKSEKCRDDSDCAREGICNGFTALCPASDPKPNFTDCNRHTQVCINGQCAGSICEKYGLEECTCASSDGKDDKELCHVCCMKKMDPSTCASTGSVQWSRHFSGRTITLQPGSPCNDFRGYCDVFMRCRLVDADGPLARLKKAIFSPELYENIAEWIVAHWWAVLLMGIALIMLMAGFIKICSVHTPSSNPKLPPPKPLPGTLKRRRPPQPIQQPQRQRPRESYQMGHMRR
DAX1 inh-2 – blocks DAX1 repression of SF-1 activated StAR promoter | 370,000 compounds, 1.1% hits | AID 652010 | inhibition, % at 6.8 µM | HEK293T StAR-luciferase reporter, SF-1/DAX-1 repression relief;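 active = inhibition above the mean over all tested compounds plus 3 SD, cut at about 3.6% in these data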;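 note: 0% = DAX-1 cells with DMSO and 100% = cells lacking DAX-1 with DMSO; higher inhibition means more luminescence from relief of DAX-1 repression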
ssDAF-12 act – S. stercoralis DAF-12 activation, primary screen. HEK293 ssDAF-12/GRIP1 lit1-tk-luc reporter, luminescence; % of 3 µM dafachronic acid response. activation, % at 6.8 µM. 370,000 compounds, 1% hits;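 active = activation above the mean over all tested compounds plus 3 SD, cut at about 0.9% in these data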;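 note: 0% = DMSO-only wells and 100% = 3 µM delta7-dafachronic acid wells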
hgDAF-12 ag – agonists of H. glycines DAF-12 nuclear receptor. 370,000 compounds, 1.8% hits. HEK293 GAL4-hgDAF12 UAS-luciferase reporter, agonist luminescence; normalized to butyrate control. activation, % at 6.8 µM;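 active = activation above a cutoff set at the mean of all screened compounds plus 3 SD, cut at about 10% in these data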;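 note: 0% = DMSO wells and 100% = sodium butyrate wells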
ADAM17 inh – ADAM17 inhibition, QFRET primary screen; P78536; recombinant ADAM17, EDANS/DABCYL FRET peptide cleavage; inhibition, % at 6.95 µM; 370,000 compounds, 0.83% hits;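 active = inhibition above the mean of compounds lying between control limits plus 3 SD, set per campaign, cut at about 8.5% in these data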;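 note: 0% = DMSO-only wells as the low control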
NPR1 activator – GC-A (human) enzyme activation; HEK293 GC-A cells, cGMP TR-FRET, EC30 ANP; 0% at EC30 ANP, 100% saturating ANP; activation, % at 10 µM; 370,000 compounds, 0.14% hits; AID 1671463; in the data active = activation above about 40%
GAA850 FXN act – frataxin GAA850 promoter activation. HEK293 lucGAA850 FXN promoter luciferase reporter, 24 h; percent of 10 µM SAHA response. activation, % at 6 µM. 360,000 compounds, 0.56% hits;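 active = activation above the average of all compounds screened plus 3 SD, cutoff fixed separately per campaign, cut at about 7.5% in these data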;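 note: 0% = DMSO wells and 100% = 10 µM SAHA wells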
PG9 binder – binds the HIV-1 gp120 antibody PG9. inhibition, % at 6.7 µM. 360,000 compounds, 0.43% hits. TR-FRET gp120-PG9 antibody binding; in the data active = inhibition above about 8.5%
hcDAF12 agonist – activates DAF-12 receptor from parasite H. contortus. HEK293 hcDAF-12 lit1-tk-luc reporter, luminescence; 0% DMSO, 100% Δ7-dafachronic acid. activation, % at 6.8 µM. 370,000 compounds, 1.4% hits;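 active = activation above the mean of all tested compounds plus 3 SD, cut at about 5.5% in these data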;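 note: 100% = response to 3 µM Δ7-dafachronic acid high control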
The depositor's hits bear a star; i = inactive; x = no result given; & = joins results of further samples. Not a hit list; any-hit rate near 6.8%.

Structure	hcDAF12 agonist	ADAM10 inh	DAX1 inh-2	ADAM17 inh	NPR1 activator	hgDAF-12 ag	DAX1 inh-1	SMARCA2 act	PG9 binder	ssDAF-12 act	GAA850 FXN act
CCOc1ccc(NC(=O)COC(=O)c2ccc(S(=O)(=O)N3CCOCC3)cc2)cc1	-1.3	-11	-2.0	-6	-3	-0.7	-0.8	-3	1.0	-1.8	0.5
O=C(Nc1cc(S(=O)(=O)N2CCOCC2)ccc1N1CCCC1)C1CC1	0.5	-1	-0.4	-2	-5	0.7	-0.5	1	-2.7	-2.0	-1.1
O=C(NCc1cccc(Cl)c1)C1Cc2c(-c3ccc(Cl)cc3)ccnc2O1 (stereo not given)	0.9	2	0.5	-4	-19	2.6	x	0	3.0	-1.7	-2.1
CC(Oc1ccc(F)cc1)C(=O)Nc1ccccc1C(=O)N1CCCCC1 (stereo not given)	-0.4	-6	-2.0	-3	0	2.0	-1.0	1	-0.3	-1.1	-0.1
O=c1c2cc(Br)ccc2[nH]c(=S)n1Cc1ccccn1	3.5	-1	1.4	3	-9	3.6	-0.4	2	-4.3	0.8	4.4
COc1ccccc1NC(=O)COC(=O)C1CCN(/C=C/C(=O)C(F)(F)F)CC1	-0.2	-7	-0.1	-3	0	-2.1	3.2	-2	-0.9	-1.7	0.6
CCSc1cc(N2CCCC2)nc(-c2ccc(C)cc2)n1	-0.6	0	-0.1	4	-6	0.3	0.6	-2	-0.7	-1.7	1.8
O=C(O)c1cc2c(s1)-c1ccccc1CC2	2.5	i	0.8	-386	-1	2.3	-1.4	-2	1.1	0.7	0.1
COc1ccccc1NC(=O)C(NC(=O)c1ccc(C)cc1)c1ccccc1 (stereo not given)	0.4	-2	-0.3	-5	-3	1.4	-1.1	-2	-0.7	-1.0	-0.9
O=C(CN1CCN(S(=O)(=O)c2ccccc2)CC1)Nc1ccc2c(c1)OCO2	-1.2	-1	-0.7	-4	-5	1.9	0.6	1	-0.8	-0.6	-1.5
COc1ccccc1NC(=O)c1cc2c(CO)cnc(C)c2oc1=Nc1cccc(C(N)=O)c1	0.0	-7	-0.3	-4	-31	0.3	-0.4	-4	-2.6	-1.6	0.0
N=C1N(/N=C/c2ccccc2)C(=Nc2ccccc2)C(=S)N1c1ccccc1	0.6	-2	1.0	-1	5	3.2	-0.5	-3	-1.5	-1.1	1.6
O=C(c1cccc(S(=O)(=O)N2CCOCC2)c1)N(Cc1ccco1)Cc1cccs1	0.2	-14	-1.2	-4	-2	-0.9	-1.2	2	-0.9	-0.9	0.5
O=C(Nc1nnc(SCc2ccc(F)cc2)s1)c1ccc2c(c1)C(=O)N(c1ccccc1Cl)C2=O	-0.3	6	0.1	2	0	0.3	1.2	3	-0.6	-1.0	2.5
CC(=O)NC1=NN(C(C)=O)C(c2sccc2C)S1 (stereo not given)	-1.8	-1	0.1	-1	1	4.4	-0.1	6	-2.1	-1.2	-3.0
Cc1cc(Cl)c(OCCCNC2CCCC2)c(Br)c1	-2.2	3	-0.1	-3	-13	-0.5	-0.8	3	0.8	-1.3	-0.4
COc1cccc(NC(=O)c2cnc(SC)nc2C)c1	-0.7	12	0.5	-4	2	-0.5	0.2	6	-0.6	-0.9	0.1
CCCCCCN1CCN(C2CN(Cc3cn(Cc4cccc(Cl)c4)nn3)S(=O)(=O)C2)CC1 (stereo not given)	-1.5	-6	-1.6	-3	-3	-1.5	x	-8	-2.0	-1.6	x
CCSc1nnc(NC(=O)C(NC(=O)c2ccc(Cl)cc2)C(C)C)s1 (stereo not given)	-0.8	-3	-0.3	-5	-1	-0.2	1.0	-2	-1.4	-1.7	-2.1
COCCCC1CCN(C(=O)c2cc(COc3ccc(C)nc3)on2)CC1	-3.2	-6	-4.8	-1	1	-5.3	-1.0	-4	1.7	-1.3	-3.6
O=C(NNC(=O)c1nc(Cl)ccc1Cl)c1ccc(F)cc1	-1.1	4	-0.2	-4	0	2.1	2.4	3	-3.5	-0.1	0.8
COc1ccc(C2CC(=O)Nc3n[nH]c(-c4ccccc4)c32)cc1OC (stereo not given)	-1.1	-14	0.1	-6	-4	-1.0	-0.6	2	0.7	-1.6	4.0
CCC[C@H]1CN(c2ccc(OC)cc2)C(=O)[C@@H]1CC(=O)NC	1.3	-6	1.6	6	-2	-1.6	1.1	-6	0.6	-0.8	-0.3
CN(CC(=O)N1CCCCC1)S(=O)(=O)c1cccc2cccnc12	0.1	0	-0.7	-1	1	-0.8	0.5	1	-2.1	-1.3	0.8
O=C1OCCC1Sc1ncnc2sccc12 (stereo not given)	0.2	2	-0.4	-2	1	-1.5	0.4	1	-2.6	-0.3	0.4
O=C(COC(=O)C1=COCCO1)NC(=O)c1ccc(OC(F)F)cc1	0.8	-4	-0.9	-4	3	5.2	2.6	-3	-0.8	-1.4	0.9
O=C(Cn1c(-c2cscn2)nc2ccccc21)Nc1ccccc1F	-1.5	0	-1.0	-2	6	-1.1	-1.1	-5	0.1	-1.5	-0.5
O=C(c1ccccn1)N1CCN(c2cccc(C(F)(F)F)c2)CC1	-0.7	2	-0.1	1	1	-0.1	-1.9	-1	0.8	-1.0	1.9
O=C(CSc1ccc2nnc(-c3ccccn3)n2n1)N1CCOCC1	1.0	-48	0.2	-8	3	1.3	0.5	-2	-1.3	-0.9	1.5
NC(=O)Cc1nc(-c2ccc(Br)cc2)cs1	-3.0	-1	0.5	0	3	2.9	-0.2	3	-0.6	-1.1	1.6
C=CCOCCN(CCOCC=C)C1=NS(=O)(=O)c2ccccc21	-0.8	10	0.2	-2	2	0.2	0.0	-3	-0.2	-1.5	1.2
COCCNC(=O)COc1ccccc1C	-1.8	3	0.5	-1	2	-1.3	0.0	0	-1.0	-0.9	-0.1
Cc1cccc(N(C(=O)c2snc(C(N)=O)c2N)C(C)C(=O)NCC2CCCO2)c1 (stereo not given)	0.1	-195	0.3	-58	-10	-0.6	0.5	-1	0.6	-1.8	1.3
O=C(NCc1ccccc1)c1c[nH]c2ccccc2c1=O	-1.3	5	-0.4	-2	-2	0.6	1.9	1	-1.0	-1.4	-0.7
CN(C)/N=C/c1cc([N+](=O)[O-])ccc1O	0.4	-2	0.8	-3	-2	0.1	-1.8	1	-2.1	-1.5	-2.3
CC1CCCCN1C(=O)CCNS(=O)(=O)c1ccc2c(c1)c(=O)n(C)c(=O)n2C (stereo not given)	-1.4	-3	-0.1	-2	2	1.8	-0.5	-3	-0.7	-0.9	0.0
COc1cccc(C2C(C(N)=O)=C(C)Nc3nc(-c4cccc(Cl)c4)nn32)c1 (stereo not given)	-1.5	-11	-0.2	-5	-8	-1.8	0.9	0	0.6	-0.5	-0.2
Cc1ccc(NC(C)c2cc(Cl)ccc2O)cc1 (stereo not given)	-0.9	0	-0.2	-2	-15	-0.4	-0.1	4	-1.0	-0.9	-3.1
CC1COC(c2cccn2Cc2ccccc2Cl)=N1 (stereo not given)	-1.6	-5	0.5	-5	-1	-2.3	1.7	-1	-0.8	-1.0	1.6
COc1ccc(CNC(=O)c2c([S-])n(-c3ccc(C)cc3)c3cccc[n+]23)cc1	-0.7	-12	-0.1	-6	10	1.8	2.2	-3	1.6	-2.0	3.9
COc1ccc2nc(/C=N/NC(=O)CCCCCNC(=O)OC(C)(C)C)ccc2c1	-0.8	-189	0.5	-63	4	1.3	3.0	1	-0.3	-0.7	1.9
Cn1cnnc1SCC(=O)Nc1cc(C(F)(F)F)ccc1N1CCOCC1	-0.8	9	0.7	1	4	2.2	-0.2	-4	-2.4	-1.6	3.8
O=C(NCc1cccs1)C(=O)NCC1OCCCN1S(=O)(=O)c1ccccc1 (stereo not given)	0.5	3	-0.2	1	1	0.9	-0.6	-1	0.8	-1.1	2.0
COCCCn1c(C2CCCCC2)nc2oc3cc(OC)ccc3c(=O)c2c1=O	0.5	1	-1.0	3	-2	-1.3	-0.5	3	-0.7	-1.4	-7.8
CCCCc1nc2cc(C(=O)N3CCC[C@H]3CO)ccc2o1	1.6	-3	2.0	-5	-1	4.0	2.5	-1	0.5	-0.4	2.7
O=C(C1=C(O)C(=O)N(CCN2CCOCC2)C1c1ccc(F)cc1)c1cc2ccccc2o1 (stereo not given)	1.8	-16	-0.5	-6	4	-0.5	0.3	0	11*	-1.0	0.9
Cn1cc(C(=O)N2CCN(c3cccc(Cl)c3)CC2)c(=O)c2cc(S(=O)(=O)N3CCOCC3)ccc21	1.5	-5	0.0	0	-2	2.6	0.1	-1	-0.6	-0.6	2.2
COc1ccc(OCC(=O)OC2CCN(C)CC2)cc1	-1.3	-13	-0.1	-5	8	0.5	1.1	0	-0.3	-1.6	-1.1
C/C(=N\NC(N)=S)c1ccccc1	-0.2	6	-1.0	-2	2	-0.5	0.8	8.0*	-2.0	-1.1	1.3
O=C(O)CSc1nc2c(c(C(F)(F)F)n1)CCc1ccccc1-2	0.9	0	-0.1	0	6	-1.5	-0.6	0	-3.2	-0.8	0.8

The list continues.
Structure	hcDAF12 agonist	ADAM10 inh	DAX1 inh-2	ADAM17 inh	NPR1 activator	hgDAF-12 ag	DAX1 inh-1	SMARCA2 act	PG9 binder	ssDAF-12 act	GAA850 FXN act
O=C(Nc1cccc(C(F)(F)F)c1)C1CCN(S(=O)(=O)c2ccc(N3CCCC3=O)cc2)CC1	-4.4	-1	-6.8	1	-3	-3.7	-0.1	-4	-1.5	-2.0	1.9
CC1=NN(C(N)=S)C(=O)C1N=Nc1cccc(C(=O)O)c1 (stereo not given)	-1.6	5	-0.1	2	0	0.0	-2.4	1	-10	-1.3	0.5
Cc1ccc(C(C)NC(=O)c2ccco2)cc1C (stereo not given)	-1.8	-8	-0.5	-4	4	0.7	-0.2	-4	1.4	-1.8	-0.4
CCCCCCSc1cccc(-c2nc3ccc(Cl)cn3c2NCc2ccccc2)c1	0.0&-0.2	-26&-33	0.4&-0.2	-11&-13	3&2	2.4&-1.7	2.2	2&-4	-0.1&0.0	-1.1&-0.4	1.0
CCc1nnc(SCc2ccc(C(=O)OC)o2)n1N	1.0	5	0.3	0	4	0.1	0.6	-7	0.1	-0.6	0.1
Cc1cccc(NS(=O)(=O)c2cccc(C(=O)N3CCCCCC3)c2)c1	-1.7	-10	-2.1	0	1	3.1	-0.4	-1	1.3	-1.1	-1.2
C#CCC1c2ccccc2CCN1CC=C (stereo not given)	1.2	-11	0.1	-3	1	-0.7	x	2	-0.9	-0.3	x
Cc1nc2ccc(NC(=O)c3cccc(C(F)(F)F)c3)cc2o1	0.4	4	0.1	4	-4	0.1	-0.6	-1	0.0	-2.0	-0.1
Cc1ccc2nc(-c3cccc(Br)c3)c(CC3CCCCC3)n2c1	4.9	-14	6.4*	-4	-10	13*	x	0	-0.3	-0.2	x
CCOc1cc(C(=O)N(C)CC(=O)Nc2cccc3ccccc23)ccc1OC	0.6	-2	0.5	-1	4	0.6	0.4	-2	-0.6	-0.8	2.7
CC(=O)Nc1cccc(-c2ccnc3c2CC(C)(C(=O)Nc2ccc4c(c2)OCO4)O3)c1 (stereo not given)	-0.7	-4	0.4	-1	-7	-1.1	x	-3	-0.1	-0.6	-0.3
